STAT1 blocker: inhibitors of IFN-gamma induced STAT1 signaling | NIH 3T3 STAT1-luciferase reporter, luminescence | inhibition, % at 5.5 µM | actives 0.35% (n = 200,000);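 active = inhibition above a set limit, the mean inhibition across all tested compounds plus 3 SD, cut at about 34% in these data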;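 also: 0% = IFN-gamma with DMSO and 100% = IFN-gamma with 300 µM nifuroxazide; values of inactives mirror those of a sister screen read the other way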
APP 5'UTR act: activates APP 5'UTR luciferase reporter | SH-SY5Y APP 5'UTR luciferase reporter, luminescence; zero percent = DMSO vehicle wells | activation, % at 2 µM | actives 1% (n = 190,000) | AID 1276;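 active = activation above a set limit, based on mean plus 3 SD of controls, cut at about 140% in these data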; also: values of inactives mirror those of a sister screen read the other way
FLuc inh counter: counter-screen for luciferase assay inhibitors: firefly luciferase inhibition; actives 1.5% (n = 200,000); inhibition, % at 10 µM; P08659; ATPLite firefly luciferase biochemical luminescence, 10 min;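 active = inhibition above about 50% when tested at 10 µM, limit read from the data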
Target sequence (P08659 whole entry, looked up): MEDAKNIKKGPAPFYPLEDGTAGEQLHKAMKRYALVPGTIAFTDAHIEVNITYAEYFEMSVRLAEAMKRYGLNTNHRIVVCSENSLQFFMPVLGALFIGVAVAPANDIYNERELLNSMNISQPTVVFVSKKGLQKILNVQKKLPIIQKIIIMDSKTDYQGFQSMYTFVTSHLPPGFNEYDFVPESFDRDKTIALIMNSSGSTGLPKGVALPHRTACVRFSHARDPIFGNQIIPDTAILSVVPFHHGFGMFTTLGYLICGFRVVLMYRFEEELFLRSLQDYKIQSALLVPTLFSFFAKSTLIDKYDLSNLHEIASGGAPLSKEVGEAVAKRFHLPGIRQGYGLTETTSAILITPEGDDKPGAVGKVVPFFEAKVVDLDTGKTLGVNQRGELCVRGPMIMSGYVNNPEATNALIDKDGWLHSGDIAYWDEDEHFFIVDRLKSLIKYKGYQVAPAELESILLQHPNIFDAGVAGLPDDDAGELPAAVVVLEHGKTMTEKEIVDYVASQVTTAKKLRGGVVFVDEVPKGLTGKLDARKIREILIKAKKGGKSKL
STAT1 act: increases IFN-gamma driven STAT1 reporter signal. NIH 3T3 STAT1-luciferase reporter, luminescence; 100% = IFN-gamma alone, no compound. actives 2.6% (n = 200,000). activation (% of control), % at 5.5 µM. AID 932;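 active = activation above the screen-wide mean activation plus 3 SD, cut at about 130% in these data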;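 also: raw ratio to IFN-gamma control signal so 100% means no change and 0% no light; values of inactives mirror those of a sister screen read the other way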
NF-kB neuron act: raises NF-kB expression in human neuronal cells | NF-kB reporter expression; hits give high values | fold change at 12.5 µM | actives 1.6% (n = 190,000) | AID 1239; in the data active = fold change above about 3.3
ROMK mod: human ROMK K+ channel modulation, primary screen. P48048. AID 1918. B-score at 10 µM. Tet-inducible ROMK, thallium flux fluorescence; actives lie on both sides. actives 2% (n = 130,000);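 active = signal ratio slope over the read window, or its plate-corrected B-score, at least 3 SD from the plate mean, either direction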;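 also: B-score of the F/F0 ratio slope over 7 to 12 s after thallium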
Target sequence (P48048 whole entry, looked up): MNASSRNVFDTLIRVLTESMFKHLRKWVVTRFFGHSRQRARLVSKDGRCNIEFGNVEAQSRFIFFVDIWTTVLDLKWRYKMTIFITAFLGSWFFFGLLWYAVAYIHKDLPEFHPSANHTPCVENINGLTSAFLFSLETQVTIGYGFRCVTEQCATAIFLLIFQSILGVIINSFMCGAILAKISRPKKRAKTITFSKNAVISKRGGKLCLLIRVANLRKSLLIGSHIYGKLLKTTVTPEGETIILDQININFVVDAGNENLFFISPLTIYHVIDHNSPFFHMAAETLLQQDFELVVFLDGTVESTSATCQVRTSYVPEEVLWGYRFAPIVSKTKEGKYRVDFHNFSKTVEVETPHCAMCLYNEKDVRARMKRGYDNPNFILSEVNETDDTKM
APP 5UTR inh: APP translation inhibition | SH-SY5Y APP 5'UTR-luciferase reporter, luminescence | inhibition, % at 2 µM | actives 0.82% (n = 190,000) | AID 1285;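 active = inhibition above a set limit, derived from the sample mean plus 3 SD, cut at about 45% in these data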; also: values of inactives mirror those of a sister screen read the other way
STAT3 inh: STAT3 signaling inhibition; U3A cells, IL-6 STAT3-luciferase reporter, luminescence; host cell line lacks STAT1; actives 0.89% (n = 190,000); inhibition, % at 5.5 µM;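 active = inhibition above the mean inhibition across all screened compounds plus 3 SD, cut at about 44% in these data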;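 also: 0% = DMSO only wells and 100% = 100 µM nifuroxazide control wells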
FLuc act counter: firefly luciferase counter-screen for stimulation assays | ATPlite luciferase biochemical, luminescence, 10 min; 0 = ATP-free wells, 1 = DMSO control | activation factor at 10 µM | 200,000 tested, under 10 active | AID 1027;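 active = luciferase activation factor, scaled between plate controls, of at least 2 with compound at 10 µM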
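Material: Luciferase/luciferin reagent mix | Doses: Test compounds dosed from 2 mM stocks in 100% DMSO | Timing: 10 min incubation after luciferase reagent addition, room temperature | Measured by: Luminescence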
STAT3 act: STAT3 signaling activation | U3A cells, IL-6 STAT3-luciferase reporter, luminescence; 100% = signal with IL-6 EC80 alone | activation (% of control), % at 5.6 µM | actives 0.91% (n = 190,000) | AID 871;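 active = activation above the screen-wide mean of compound activation plus 3 SD, cut at about 130% in these data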;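 also: 0% = background luminescence of wells with medium and substrate only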
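Material: STAT3-luciferase reporter U3A cells. Controls: IL-6-treated wells, 100% activation. Read-out: % activation versus median of IL-6-stimulated wells. Probe or stimulus: IL-6 stimulus at 33 ng/mL final. Timing: compound 1 h, then IL-6 6 h at 37 °C. Signal: reporter luminescence signal.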
Starred values were filed as active, the others as inactive; . = no result given.

SMILES	STAT1 blocker	APP 5'UTR act	FLuc inh counter	STAT1 act	NF-kB neuron act	ROMK mod	APP 5UTR inh	STAT3 inh	FLuc act counter	STAT3 act
C=CCc1cccc(/C=C/c2cc(=O)c3ccccc3[nH]2)c1O	-4	68	4	103	1.2	-1.3	-68	13	1	91
CCOC(=O)c1cc(-c2ccc(F)cc2)n(CC(=O)NC(C)CC)c1C (stereo unspecified)	0	-23	-6	100	1.1	-0.13	23	-1	1.1	107
CCC(c1nnnn1Cc1ccccc1)N(Cc1ccco1)Cc1cc2cc(OC)ccc2[nH]c1=O (stereo unspecified)	0	-11	-8	100	0.9	.	11	16	1.1	91
Cc1c(NC(=O)/C(C#N)=C/c2ccc(-c3ccc(Cl)c(Cl)c3)o2)c(=O)n(-c2ccccc2)n1C	1	-3	-4	99	0.65	-0.56	3	24	1	82
COc1ccc(C(=O)N2CCC(N3CCN(c4ccccc4)CC3)CC2)cc1	-1	.	-6	102	1.1	-0.45	.	13	1.1	89
Cn1cc(CN2CCN(c3ccccc3)CC2)c2ccccc21	11	-1	-6	90	0.96	-5.2*	1	10	1.1	93
Cc1ccc(OCCOCCN2CCN(C)CC2)c([N+](=O)[O-])c1	-3	-4	-4	101	1	.	4	1	1	102
C/C(=N/NC(=O)c1cccs1)c1ccc(NC(=O)COc2ccc(Cl)cc2Cl)cc1	-14	4	0	113	1.5	0.61	-4	11	1	95
CCOc1ccc2c(c1)/C(=N/N1C(=O)c3ccccc3C1=O)C(=O)N2	-4	19	-7	103	1.1	.	-19	-6	1.1	106
O=C(N/N=C/c1c(Cl)[nH]c2ccccc12)c1sc2ccccc2c1Cl	-11	5	5	110	0.99	.	-5	-12	0.9	106
Cc1ccc(C(=O)N/C(=C\c2cccs2)C(=O)NCC2CCCO2)cc1C (stereo unspecified)	2	-16	0	99	1.2	0.6	16	1	1	98
Cc1ccc(CN2CCN(C/C(Cl)=C/c3ccccc3)CC2CCO)o1 (stereo unspecified)	2	0	-6	97	0.98	1	0	6	1.1	96
CCN(CC)c1ccc(NC(=O)CN2CCN(S(=O)(=O)c3cc(Cl)ccc3OC)CC2)cc1	1	2	2	99	0.56	-1.9	-2	6	1	100
CC(C)NC(=O)c1ccccc1NC(=O)c1ccccc1N(C)S(C)(=O)=O	-2	14	-6	102	0.86	.	-14	-10	1.1	111
COc1ccc(C2CC(=O)Nc3ccccc3S2(=O)=O)cc1OC (stereo unspecified)	-1	12	-6	99	0.89	.	-12	7	1.1	98
COc1ccccc1C(OC(=O)c1ccco1)C(=O)NC(C)(C)C (stereo unspecified)	-4	-4	0	103	0.98	0.17	4	-10	1	112
CCOC(=O)N1CCN(Cc2nc(-c3ccc(C)cc3)no2)CC1	-3	-14	-3	103	0.96	.	14	5	1	97
S=C(NCc1ccc2c(c1)OCO2)Nc1ccc(-c2nc3ccccc3[nH]2)cc1	5	3	8	97	1.1	-0.089	-3	-1	0.9	99
COc1cccc(N2CCN(C3CC(=O)N(c4ccc(F)c(Cl)c4)C3=O)CC2)c1 (stereo unspecified)	2	3	-3	98	1.1	-0.083	-3	13	1	93
COC(=O)COn1c(-n2nc(C)cc2C)nc2ccccc2c1=O	-2	-3	-10	102	1.1	.	3	12	1.1	93
O=C(NC(N1CCCC1)C(Cl)(Cl)Cl)c1ccccc1 (stereo unspecified)	5	6	-7	96	0.93	0.89	-6	5	1.1	100
C[C@@H]1NC(=O)c2cc([N+](=O)[O-])cc(I)c2OCC[C@@H](C(N)=O)NC(=O)[C@H](CCCCN)NC1=O	0	-3	0	100	1.1	0.51	2	5	1	93
Cc1ccc(NC(=O)C2C(=O)N(C)c3ccccc32)cc1 (stereo unspecified)	-10	-11	76*	109	1.2	0.88	11	-8	0.2	112
COc1cccc(/C=N/NC(=O)c2c(-c3ccccc3)noc2C)c1	3	5	-4	97	0.92	-0.058	-5	16	1	93
COc1cccc(NC(=S)N(CCCN2CCC(C)CC2)Cc2cccs2)c1	-6	2	-4	104	0.86	-3.4*	-2	-4	1	109
Cc1ccc(NC(=S)N(CCN(C)C)Cc2cccs2)cc1	-3	7	-4	100	1.1	-0.74	-7	13	1	91
OCc1c(Cl)nc2ccccn12	3	-6	-4	97	1.2	-0.37	6	7	1	94
CC(=O)c1ccc2noc(-c3ccc(C)cc3)c2c1	-7	-17	2	105	1.1	-1.5	17	19	1	86
c1ccc(-n2nnnc2-c2cnc(-c3cccnc3)nc2-c2cccs2)cc1	-5	11	1	113	0.76	-2.1	-11	21	1	85
CN(C)CC(O)CN1C(=O)N(CN2C(=O)N(CC(O)CN(C)C)C(=O)C2(C)C)C(C)(C)C1=O (stereo unspecified)	-4	18	-8	102	1.1	0.91	-18	-3	1.1	104
CCOC(=O)Cn1c(=O)oc2cc(S(=O)(=O)Nc3cc(Cl)ccc3OC)ccc21	8	-9	-2	92	0.92	.	9	-1	1	108
Cc1c(NC(=O)c2cnn3cccnc23)c(=O)n(-c2ccccc2)n1C	-1	16	-8	101	1.9	.	-16	9	1.1	95
CCCNC(=O)CS(=O)(=O)Cc1nc(-c2ccccc2C)oc1C	3	13	-4	98	1	.	-13	-5	1	104
CCc1ccc(C2CC(=O)N(c3ccc(F)cc3)C3=C2C(=O)OC3)cc1 (stereo unspecified)	1	28	-2	97	1.1	-0.016	-28	1	1	105
O=C(NCc1ccncc1)C(=O)NCC1OCCCN1S(=O)(=O)c1ccccc1 (stereo unspecified)	14	-15	-2	87	1.4	0.59	15	-3	1	105
O=C(CSc1ncnc2c1nnn2-c1ccc(F)cc1)NCC1CCCO1 (stereo unspecified)	2	-16	22	98	1.1	-0.83	16	20	0.8	85
COC(=O)c1ccccc1N(C)S(=O)(=O)c1cc2c(cc1C)OCC(=O)N2	0	-9	-5	98	1.2	.	9	3	1	100
COc1ccc(C2CC(=O)c3c(C)nc(N4CCN(c5ccccc5)CC4)nc3C2)cc1 (stereo unspecified)	-5	-2	2	104	0.9	.	2	9	1	97
CCOC(=O)COc1ccccc1C1Nc2ccccc2C(=O)N1c1cccc(Cl)c1 (stereo unspecified)	-9	60	-7	108	2.1	.	-60	3	1.1	102
CCOC(=O)C1=C(c2ccccc2)N=C2SCC(=O)N2C1c1ccc(O)c(OC)c1 (stereo unspecified)	-7	21	-6	106	1	-0.6	-21	-2	1.1	102
Cc1ccc(C(=O)c2c[nH]c(C(=O)NCCCN3CCOCC3)c2)cc1	1	6	-3	99	0.96	.	-6	14	1	91
Cc1onc(-c2c(Cl)cccc2Cl)c1C(=O)NC(=S)Nc1sc2c(c1C(N)=O)CCC(C)C2 (stereo unspecified)	2	3	0	98	1.3	0.7	-3	3	1	100
CCOP(=O)(OCC)c1nc(-c2ccc(Cl)cc2)oc1NCc1ccccc1	2	19	-2	98	1.2	.	-19	-15	1	114
COc1cc(C(=O)OCC(=O)c2c[nH]c3ccccc23)ccc1OCC(=O)N1CCOCC1	2	-5	-3	98	0.39	.	5	-12	1	118
O=C(c1ccccc1)n1nc(-c2ccccc2)nc1NCc1ccco1	-9	21	-4	108	1.4	.	-21	5	1	104
O=C(O)c1ccc2c(c1)C(=O)N(N1C(=O)c3ccccc3C1=O)C2=O	-3	-10	-5	102	1	0.12	10	-10	1	106
C/C(=N\NC(=O)COc1ccc(C)cc1Br)c1cc([N+](=O)[O-])cs1	3	15	-7	96	0.88	-0.29	-15	26	1.1	82
O=C(Nc1nnc(-c2ccc(Cl)cc2)o1)C1=COCCO1	-7	6	11	107	1.2	-1	-6	3	0.9	96
COc1ccc(/C=C(\C#N)c2n[nH]c(Cn3cncn3)n2)cc1	7	-6	-4	91	1	0.2	6	7	1	98
Cc1cc(C)c(C(N)=O)c(Cl)n1	11	7	1	89	1.3	0.13	-7	4	1	98

Carrying on.
SMILES	STAT1 blocker	APP 5'UTR act	FLuc inh counter	STAT1 act	NF-kB neuron act	ROMK mod	APP 5UTR inh	STAT3 inh	FLuc act counter	STAT3 act
c1ccc(SCCOCCN2CCc3ccccc3C2)cc1	9	-13	-5	92	0.84	-1.1	13	-20	1.1	121
CCCCn1c(=O)c2c(O)cc(=O)oc2c2ccccc21	6	-8	-7	95	1.2	0.46	8	-6	1.1	110
O=c1c2ccc([N+](=O)[O-])cc2ncn1CCOc1ccc(Cl)cc1	8	9	-5	92	0.77	-0.72	-9	-2	1	106
COc1ccc(NC(=O)CCN2CCN(S(=O)(=O)c3cc(Cl)ccc3Cl)CC2)cc1	-4	-6	0	104	1.1	-2.1	6	20	1	88
O=S(=O)(NC1CCCCC1)c1ccc(Cl)s1	6	16	-2	94	1.1	-0.022	-16	3	1	101
CCOC(=O)c1c(C)[nH]c(C2=NNC(=NC3CC3)SC2)c1C	61*	158*	71*	43	0.89	0.93	-158	76*	0.3	40
Cn1c(=O)oc2cc(S(=O)(=O)NCCC(=O)NCCc3ccc(Cl)cc3)ccc21	-8	-17	-2	106	0.8	-0.92	17	-5	1	108
Cc1ccc(C(C)C)cc1OCC(=O)N/N=C/c1ccc2c(c1)OCCO2	-10	14	1	109	0.88	0.43	-14	-17	1	112
O=S(=O)(c1cccc(-c2nnc(SCc3nc4ccccc4s3)o2)c1)N1CCOCC1	-16	110	4	114	1.3	.	-110	-24	1	128
CCOC(=O)/C=C1\SCC(=O)N1CC(=O)NC(C)c1ccccc1 (stereo unspecified)	0	-7	-3	100	1.3	-0.31	7	8	1	96

Entries above that have fluorine, in the order listed:
SMILES	STAT1 blocker	APP 5'UTR act	FLuc inh counter	STAT1 act	NF-kB neuron act	ROMK mod	APP 5UTR inh	STAT3 inh	FLuc act counter	STAT3 act
CCOC(=O)c1cc(-c2ccc(F)cc2)n(CC(=O)NC(C)CC)c1C (stereo unspecified)	0	-23	-6	100	1.1	-0.13	23	-1	1.1	107
COc1cccc(N2CCN(C3CC(=O)N(c4ccc(F)c(Cl)c4)C3=O)CC2)c1 (stereo unspecified)	2	3	-3	98	1.1	-0.083	-3	13	1	93
CCc1ccc(C2CC(=O)N(c3ccc(F)cc3)C3=C2C(=O)OC3)cc1 (stereo unspecified)	1	28	-2	97	1.1	-0.016	-28	1	1	105
O=C(CSc1ncnc2c1nnn2-c1ccc(F)cc1)NCC1CCCO1 (stereo unspecified)	2	-16	22	98	1.1	-0.83	16	20	0.8	85

The results go on.
SMILES	STAT1 blocker	APP 5'UTR act	FLuc inh counter	STAT1 act	NF-kB neuron act	ROMK mod	APP 5UTR inh	STAT3 inh	FLuc act counter	STAT3 act
CCN(C(=O)COC(=O)c1cnc(C)cn1)C1CCCCC1	-11	-9	-2	110	0.93	.	9	14	1	94
O=C(Nc1ccc2oc(-c3ccc(Cl)c(Cl)c3)nc2c1)c1ncn[nH]1	-15	25	-2	114	1.1	0.47	-25	0	1	98
N#CC(c1cccc(C(F)(F)F)c1)(c1ncc(C(F)(F)F)cc1Cl)N1CCOCC1 (stereo unspecified)	7	13	-4	93	0.77	.	-13	7	1	98
c1coc(-c2nc3c4c5c(sc4ncn3n2)CCCC5)c1	9	3	5	91	0.82	.	-3	22	1	84
CC(=O)Nc1cccc2c1C(=O)N(c1ccccc1OC(C)=O)C2=O	-2	-1	-2	100	1.3	0.046	1	13	1	94
O=C(O)CC(c1cccc2ccccc12)n1cccc1 (stereo unspecified)	0	-12	-2	100	1.3	.	12	-2	1	105
Cc1cc(OC(=O)c2ccccc2Br)cc(=O)n1C	39*	-1	-2	65	0.96	.	1	26	1	83

Bioassay records (PubChem)
